Assay outcomes: PubChem BioAssay, National Center for Advancing Translational Sciences (NCATS)
Pol eta inh: blocks human DNA polymerase eta activity | 390,000 compounds, 1.2% hits | AID 588591 | recombinant Pol eta, fluorescent DNA replication assay | Potency, µM (highest dose often 114 µM), inactives show at the highest dose activity change, negative = inhibition, actives largely listed as inhibitors | Q9Y253; further: potency means the concentration at half of the fitted maximal effect; on the % scale 0 is the no-effect control and ±100 the full control effect
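Fluorescent replication assay: 50 nM final substrate added after a 15 min room-temperature compound preincubation with 10 nM enzyme. Signal taken at 0 min and again at 10 min.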
RGS4 inh: human RGS4 inhibition; Transcreener GDP fluorescence polarization, RGS4-accelerated GTP hydrolysis; Potency, µM (series often up to 114 µM), inactives show at the highest dose activity change, negative = inhibition, usual class: inhibitors; 390,000 compounds, 0.039% hits; further: potency means the concentration at half of the fitted maximal effect; on the % scale 0 is the no-effect control and ±100 the full control effect; nearly all actives have a fitted effect of over 75% in size; some results filed as inactive show a strong effect at the top dose
Target sequence (P49798 whole entry, looked up): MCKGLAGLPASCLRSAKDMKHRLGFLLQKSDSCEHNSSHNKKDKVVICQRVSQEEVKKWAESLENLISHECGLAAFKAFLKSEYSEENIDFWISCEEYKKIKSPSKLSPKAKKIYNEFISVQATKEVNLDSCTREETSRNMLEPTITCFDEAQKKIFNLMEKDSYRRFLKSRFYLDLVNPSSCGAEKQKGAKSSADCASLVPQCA
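MLSMR compounds (23 nl, pin-transferred) preincubated 10 min at room temperature with a 500nM (2x) first reagent, then RGS4 at 900nM (2x) plus Transcreener GDP mix added; fluorescence polarization (620/688 nm) read before and after 90 min at 30 °C.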
Pol beta inh: inhibitors of human DNA polymerase beta. Pol beta primer extension/strand displacement, fluorescence kinetic. Potency, µM (highest dose often 114 µM), inactives show at the highest dose activity change, negative = inhibition, usual class: inhibitors. 340,000 compounds, 1.3% hits; further: potency means the concentration at half of the fitted maximal effect; on the % scale 0 is the no-effect control and ±100 the full control effect
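Pol beta (10 nM) and compounds were preincubated 15 min at room temperature, then 50 nM substrate (final) started primer extension/strand displacement. Reads were taken at 0 and 10 min; concentration-response data were fitted to a four-parameter Hill equation.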
ERG Ets-DNA blk: inhibitors of human ERG Ets domain-DNA interaction | fluorescence polarization, His-ERG Ets domain / labelled DNA | Potency, µM (top dose mostly 76.9 µM), without a hit: at the highest dose FP activity, negative = inhibition, usual class: inhibitors | 370,000 compounds, 0.028% hits | AID 624246; active means well fitted inhibition curve with a large enough effect in the polarisation, with a control signal flat; inconclusive means small, poorly fitted or top-dose-only effect, or effect the other way, or a change in a side signal; inactive means no such curve, though single readings can be large or run the other way; the % refers to the polarisation;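 further: polarization taken with two DNA probes labelled with fluorescein and Texas red; potency means the concentration at half of the fitted maximal effect; % of control where 0% means no effect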
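His-tagged ERG Ets domain (1 uM in the protein solution; 300mM KCl, 50mM Tris-HCl, 1mM EDTA, 1mM DTT, pH 7.5) received compound, then a probe mix of 5 nM fluorescein-DNA and 100nM Texas-615-DNA. Fluorescence polarization was read for both dyes.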
APE1 inh: inhibitors of human APE1 endonuclease | recombinant APE1, TAMRA/BHQ-2 abasic DNA cleavage fluorescence | Potency, µM (top dose mostly 65.8 µM), for the others: top-dose activity change, negative = inhibition, hits mostly inhibitors | 350,000 compounds, 0.35% hits | AID 2517;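 further: potency means the concentration at half of the fitted maximal effect; plate controls were vehicle for no effect and reference inhibitor for full effect; nearly all actives have a fitted effect of over 55% in size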
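Step 1: APE1 (0.75 nM) with compound, 15 min RT. Step 2: add 50 nM fluorophore/quencher THF duplex. Step 3: three fluorescence reads 60 s apart (525/598 nm); read 3 minus read 1 = reaction progress.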
Anesthetic bind: binds horse apoferritin like a general anesthetic; P02791; 350,000 compounds, 0.074% hits; Potency, µM (doses to about 77.5 µM), inactives show at the top dose activity change, negative = displacement, usual class: inhibitors; AID 485281; apoferritin/1-aminoanthracene competitive binding, fluorescence; further: potency means the concentration at half of the fitted maximal effect; on the % scale 0 is the no-effect control and ±100 the full control effect; nearly all actives have a fitted effect of over 20% in size
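Horse-spleen apoferritin (10 uM) was mixed with 50% saturated 1-aminoanthracene in PBS, exposed to compounds for 10 min at room temperature, and read for fluorescence (ex 380 nm, em 535 nm). Competitive displacement was fitted with a four-parameter Hill equation.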
12-LOX inh: blocks human arachidonate 12S-lipoxygenase; 580,000 compounds, 1.1% hits; purified 12hLO, xylenol orange hydroperoxide absorbance; Potency, µM (top dose mostly 108 µM), for inactives: at the highest dose activity change, negative = inhibition, hits mostly inhibitors; AID 1671190; P18054; further: potency means the concentration at half of the fitted maximal effect; on the % scale 0 is the no-effect control and ±100 the full control effect
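Purified human 12hLO (150 nM final) in 25 mM Hepes, 0.01% Triton X-100, pH 7.0 was preincubated 15 min at room temperature with compound. Then 40 uM arachidonic acid was added, 30 min. Hydroperoxide was read by Fe-XO absorbance ratio 573/405 nm.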
POLK inh: inhibitors of human DNA polymerase kappa. Q9UBT6. purified Pol kappa, fluorescent DNA synthesis assay, 10 min. Potency, µM (doses to about 107 µM), for inactives: at the top dose activity, negative = inhibition, most hits filed as inhibitors. 400,000 compounds, 0.53% hits. AID 588579; further: potency means the concentration at half of the fitted maximal effect; on the % scale 0 is the no-effect control and ±100 the full control effect
Target sequence (Q9UBT6 whole entry, looked up): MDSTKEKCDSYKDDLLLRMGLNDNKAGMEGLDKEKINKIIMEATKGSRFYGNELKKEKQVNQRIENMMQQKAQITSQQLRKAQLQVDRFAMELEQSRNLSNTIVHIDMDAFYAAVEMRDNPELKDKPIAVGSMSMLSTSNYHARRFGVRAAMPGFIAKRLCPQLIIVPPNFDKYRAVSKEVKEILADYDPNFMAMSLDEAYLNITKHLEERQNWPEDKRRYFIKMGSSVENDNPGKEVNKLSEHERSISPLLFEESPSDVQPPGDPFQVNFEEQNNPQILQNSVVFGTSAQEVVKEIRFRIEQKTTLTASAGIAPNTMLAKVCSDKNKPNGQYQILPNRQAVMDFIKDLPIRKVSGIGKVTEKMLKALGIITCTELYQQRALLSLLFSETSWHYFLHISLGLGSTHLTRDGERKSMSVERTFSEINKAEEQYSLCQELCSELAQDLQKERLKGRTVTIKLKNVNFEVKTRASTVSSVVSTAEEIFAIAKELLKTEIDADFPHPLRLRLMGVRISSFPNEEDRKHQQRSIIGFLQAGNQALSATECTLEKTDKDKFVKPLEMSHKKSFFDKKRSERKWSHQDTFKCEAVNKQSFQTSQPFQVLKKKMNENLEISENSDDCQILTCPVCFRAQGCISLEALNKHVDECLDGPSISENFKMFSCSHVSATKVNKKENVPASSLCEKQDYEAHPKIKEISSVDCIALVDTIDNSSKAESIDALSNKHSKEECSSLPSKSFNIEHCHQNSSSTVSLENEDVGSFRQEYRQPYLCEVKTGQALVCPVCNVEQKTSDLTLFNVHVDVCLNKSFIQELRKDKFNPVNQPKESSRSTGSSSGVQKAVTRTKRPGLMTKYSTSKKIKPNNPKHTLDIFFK
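Readout: fluorescence, taken kinetically at 0 and 10 min. Conditions: 10 nM Pol kappa, 15 min RT compound preincubation, 50 nM substrate final. Controls: enzyme-free buffer wells.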
LDHA block: blocks human lactate dehydrogenase A. 480,000 compounds, 0.15% hits. P00338. activity change, % (values are at about 110 or 230 µM). AID 1347041. purified LDHA, NADH/diaphorase-resazurin fluorescence; hits give low values; in the data active means activity change below about -30%; inconclusive means mostly about -25% to -30%;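 further: plate controls were DMSO wells for no effect and wells without enzyme for full effect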
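Human LDH5 at 2 nM final in Tris HCl pH 7.4 with 0.06 mM NADH and 0.2 mM pyruvate, reacted 5 minutes at room temperature. Remaining NADH coupled via diaphorase/resazurin; resorufin fluorescence read at 0 and 20 minutes, normalized to enzyme-free and DMSO wells.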
Active calls of the source: *; i = inactive; ? = inconclusive; nt = not tested or not shown; & = joins results of further samples; [ ] = another dose, or the depositor's remark. Unless noted, the call rests on the fitted dose curve; in most records, active means well fitted curve in the direction sought with a large enough effect; inconclusive means small, poorly fitted or top-dose-only effect, or another doubt; inactive means no such curve, though single readings can be large; an effect the other way counts as inactive or inconclusive. Some of the compounds tested (hit frequency here may not be typical).

SMILES | Pol eta inh | RGS4 inh | Pol beta inh | ERG Ets-DNA blk | APE1 inh | Anesthetic bind | 12-LOX inh | POLK inh | LDHA block
COc1cc(OC)c(N(C)C(=O)Cn2ncc3c([nH]c4ccccc43)c2=O)cc1Cl | -16% | -1% | -26% | -2% | nt | 1% | -22% | -7% | -9
CCOC(=O)N1CCC(N2C(=O)c3ccccc3C2Nc2cc(C)cc(C)c2)CC1 (centres undefined) | -1% | 3% | -19% | 1% | -4% | -8% | 1% | -19% | -3
CN1C(=O)/C(=C/c2ccc(OCc3ccc(C(=O)O)cc3)c(Cl)c2)NC1=S | ? | ? | 35µM* | 16% | -36% | -7% | 0% | -2% | -6
CC(NC(=O)NC1CCCCC1)c1ccccc1 (centres undefined) | -7% | 22% | 2% | -1% | 3% | 3% | 14% | -7% | -7
COc1ccc(Br)c(C(=O)Nc2cccc(Cl)c2Cl)c1 | -8% | 27% | 0% | 2% | -3% | -11% | 1% | -15%[60.1 µM] | 2
CC(=O)c1nc(-c2ccccc2)sc1C | -22% | -14% | -26% | -12% | -4% | -13% | 0% | 1% | -11
O=C(NCc1ccccc1)NC(=O)c1ccccc1F | -6% | -1% | 0% | 3% | 6% | -10% | 7% | -3% | -3
CC(NC(=O)CCCC1CCCCC1)c1ccc(S(N)(=O)=O)cc1 (centres undefined) | -21% | -7% | -14% | 19% | 2% | -14% | 2% | 4% | -6
O=C(CSc1nc2ccccc2c(=O)n1Cc1ccco1)N1CCCCCC1 | -15% | -20% | 0% | 2% | -5% | -8% | -2% | -2% | -2
CCOc1cc2[nH]c(=O)n(CCC(=O)N3CCN(c4cccc(Cl)c4)CC3)c(=O)c2cc1OCC | -14% | -8% | 9% | -1% | nt | ? | -10% | 2%[60.1 µM] | 4
Cc1cc(NC(=O)COc2cccc(Oc3ccccc3)c2)no1 | -15% | 17% | -5% | 2% | -6% | 1% | 5% | -23% | -5
O=C(C[n+]1ccccc1)N/N=C/c1cccs1 | -8% | -1% | 25% | 1% | -5% | -4% | 8% | 2% | 0
COCCCNC(=O)[C@H]1N2C(=O)c3ccccc3C2SC1(C)C (some centres undefined) | -22% | -3% | 0% | 3% | 38%[activator] | -1% | 384%[activator] | 0% | -5
O=C(O)CCNc1ccc2c(c1)OCCO2 | -11% | -10% | 2% | 6% | 7% | 0% | ? | -1% | 19
S=c1[nH]nc(-c2ccccc2)n1/N=C/c1ccc(-c2ccccc2Cl)o1 | ? | -42% | ? | -4% | 0% | ? | ? | -7% | -11
COc1ccc(-c2ocnc2C(=O)N2CCN(C(=O)C(c3ccccc3)c3ccccc3)CC2)cc1 | -20% | -35% | -6% | -3% | 72%[activator] | -4% | ? | 5% | -3
COc1ccc(C(C)NC(=O)c2ccncc2)cc1OC (centres undefined) | -18% | -3% | 22% | 3% | 13% | -2% | i | -8% | -2
COc1ccc(Cc2nnc(SCC(=O)NC3(C#N)CCCCC3)n2N)cc1 | -7% | 0% | nt | -2% | -9% | nt | -2% | -9% | -4
CC(=O)c1cc2c(cc1NS(=O)(=O)c1ccc(F)cc1)OCO2 | 0% | 11% | -9% | 9% | -11% | -19% | 9% | 3% | -10
COc1ccc(C2=NOC(C(=O)Nc3cc(C)nn3-c3ccccc3)C2)cc1OC (centres undefined) | -3% | -12% | 1% | -5% | 2% | 1% | 10%&-31% | 0% | -4&-3
O=C1CC(SCc2nc3ccccc3[nH]2)C(=O)N1c1ccc(Cl)cc1 (centres undefined) | -12% | -12% | 1% | 9% | -3% | -18% | -26% | 4% | 0
COc1ccc2c(c1)CCc1cnoc1-2 | -11% | -8% | nt | -25% | nt | nt | 11% | -4% | -5
Cc1ccc(CN2CCN(C(=O)C3CCC3)CC2)cc1 | -12% | 27% | 12% | -4% | 1% | -8% | 6% | -15% | 4
Cc1ccc(NC(=O)CSc2nn(-c3ccccc3)c(=S)s2)cc1S(=O)(=O)N(C)C | -19% | -21% | 7% | 7% | -6% | -14% | -8% | -21% | 1
C/C=C/c1ccc(OCCCCN2C(=O)NC(C)(C)C2=O)c(OC)c1 | -16% | 0% | -13% | -1% | -8% | -2% | 8% | -5% | 0
CN(C)C(=O)c1ccc(NC(=O)COC(=O)CCN=C2NS(=O)(=O)c3ccccc32)cc1 | 0% | 14% | nt | 4% | nt | nt | -14% | 11% | -3
O=C(COc1ccccc1F)Nc1ccc2[nH]c(=O)[nH]c2c1 | -19% | -12% | nt | 9% | 12% | nt | -4% | -2% | -4
CC(C)C(NC(=O)c1ccccc1F)C(=O)Nc1nccs1 (centres undefined) | -10% | 4% | 15% | -18% | ? | -6% | -1% | -6% | -8
COc1ccc2occ(C(C)=O)c2c1 | 3% | 12% | 5% | nt | 23% | ? | -1% | -8% | -3
O=C(CSc1nnnn1-c1ccc(F)cc1)Nc1ccccc1F | -5% | 18% | -17% | 8% | -5% | -11% | -21% | -19% | -6
CCOC(=O)c1sc(C)c2c(=O)n(Cc3ccc(Cl)cc3)c(C)nc12 | 6% | 27% | 19% | -6% | -4% | ? | ? | -22% | -1
COc1ccccc1-c1nnc2sc(-c3ccc(N(C)C)cc3)nn12 | -11% | -35% | 0%[57.1 µM] | 13% | -2% | 9% | -13% | 3% | 14
Cc1ccc(-c2nnc(-c3cccc4ccccc34)o2)cc1 | -5% | 8% | nt | -3% | nt | nt | -3% | -9% | -1
CCCN1CCCc2ccccc21 | -15% | 2% | 21% | 6% | 1% | -19% | -13% | -2% | 11
CCc1ccc(NC(=O)C2CCCN(S(=O)(=O)c3c(C)[nH]c(=O)[nH]c3=O)C2)cc1 (centres undefined) | -7%&-2% | -13%&16% | 5%&32% | 8%&-5% | 15% | 0%&4% | 0%&-15% | 2%&-12% | -2&-15
CN(C)/C=C1\C(=O)ON=C1c1ccccc1 | -2% | 8% | 15% | 2% | -5% | -1% | -4% | -15% | -13
N#Cc1ccc(CSc2nnc(Cc3cccs3)n2Cc2ccco2)cc1 | 22µM* | -17% | 14µM* | 4% | ? | -14% | nt | ? | -2
COc1ccc2oc(/C=C/N(C)C)c(C(=O)c3ccc(Cl)cc3)c2c1 | -8% | 13% | 13% | -3% | -10% | -19% | 7.1µM* | -15% | -6
CC(C)(C)c1ccc(-n2ncc3c2CCCC3NC(=O)c2cnccn2)cc1 (centres undefined) | -13% | 22% | 4% | 1% | -13% | -15% | 40%[activator] | -5% | 0
COc1cc(OC)cc(C(=O)NC(=S)Nc2ccc3c4c(cccc24)CC3)c1 | -9% | -37% | -9% | 14% | 0% | 0% | ? | 3% | 9

Laid out differently: entries from further up
mol	Pol eta inh	RGS4 inh	Pol beta inh	ERG Ets-DNA blk	APE1 inh	Anesthetic bind	12-LOX inh	POLK inh	LDHA block
CCCN1CCCc2ccccc21	-15%	2%	21%	6%	1%	-19%	-13%	-2%	11
CCc1ccc(NC(=O)C2CCCN(S(=O)(=O)c3c(C)[nH]c(=O)[nH]c3=O)C2)cc1 (centres undefined)	-7%&-2%	-13%&16%	5%&32%	8%&-5%	15%	0%&4%	0%&-15%	2%&-12%	-2&-15

Continuation:
SMILES | Pol eta inh | RGS4 inh | Pol beta inh | ERG Ets-DNA blk | APE1 inh | Anesthetic bind | 12-LOX inh | POLK inh | LDHA block
C#CCNC(=O)C1=C[C@H](C2CC2)C[C@H](OCCCCO)O1 | -15% | 6% | 1% | 2% | 1% | -1% | 2% | -4% | 5
Cc1ccc(C(=O)COc2ccccc2-c2ccccc2)cc1C | -7% | 4% | 12% | -5% | 1% | 12% | 1% | 3% | -3
N#CCCn1nc(-c2ccccc2)c2ccccc2c1=O | -8% | 12% | -2% | 6% | -2% | -10% | 8%&33% | 4% | -4&9
COc1ccc(Cn2ccn(Cc3cccc(OC)c3)c(=O)c2=O)cc1 | 13% | -2% | 0% | -2% | nt | -12% | -22% | -3% | -6
COc1cc(NS(=O)(=O)c2ccc(NC(=O)c3cccs3)cc2)nc(OC)n1 | -17% | -12% | 24% | 2% | -2% | -2% | -42% | 2% | -13
Nc1nc(Cl)nc2c1ncn2[C@H]1C[C@H](O)[C@@H](CO)O1 | -7% | 10% | 34%&18% | -19% | -3%&3%&13% | 1%&3%&3% | ? | 0% | -10
CCc1nccn1S(=O)(=O)c1cc(OC)c(Cl)cc1OC | -6% | 8% | 10% | -1% | 4% | -10% | 3% | -9% | -4
CC(=O)N(CCO)Cc1cc2cc(C)cc(C)c2[nH]c1=O | -8% | -24% | 14% | -3% | 0% | -1% | 0% | -9% | -6
NC(=O)c1nn(-c2ccc(Oc3ccccc3)cc2)c(=O)cc1O | -15% | 12% | -2% | 5% | -8% | -4% | -28% | 4% | -2
CCOc1ccccc1NC(=O)Cn1c(=O)n(-c2ccc(Cl)cc2)c(=O)c2oc3ccccc3c21 | -15% | 10% | 30% | -8% | nt | 6% | -14% | -3% | 3
O=C(NCCS(=O)(=O)c1ccc(Br)cc1)c1ccccc1 | 6% | 23% | 25% | 15% | 18% | -1% | -2% | -19% | -5
COCC(C)n1c(C)cc(C(=O)COC(=O)c2nc3nc(C)cc(C)n3n2)c1C (centres undefined) | ? | 0% | -20% | 5% | -9% | -14% | -30% | 1% | 1
COc1cccc(CNCC(=O)NC(=O)NC2CCCC2)c1 | -2% | -1% | nt | -23% | 7% | nt | -24% | 1% | -25
